Mac1 fbg inh: inhibitors of human CD11b/CD18 binding to fibrinogen; P05107+P11215; 93,000 compounds, 0.54% hits; K562 CD11b/CD18 adhesion to fibrinogen, ATPlite luminescence; Mn2+ added to activate the integrin; AID 1497; inhibition, % at 10 µM;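 active means primary inhibition of 50% or more at 10 µM, then 40% or more on retest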; further: some results filed as inactive read as strong as hits
Target sequence (P05107 whole entry, looked up, other chains not shown): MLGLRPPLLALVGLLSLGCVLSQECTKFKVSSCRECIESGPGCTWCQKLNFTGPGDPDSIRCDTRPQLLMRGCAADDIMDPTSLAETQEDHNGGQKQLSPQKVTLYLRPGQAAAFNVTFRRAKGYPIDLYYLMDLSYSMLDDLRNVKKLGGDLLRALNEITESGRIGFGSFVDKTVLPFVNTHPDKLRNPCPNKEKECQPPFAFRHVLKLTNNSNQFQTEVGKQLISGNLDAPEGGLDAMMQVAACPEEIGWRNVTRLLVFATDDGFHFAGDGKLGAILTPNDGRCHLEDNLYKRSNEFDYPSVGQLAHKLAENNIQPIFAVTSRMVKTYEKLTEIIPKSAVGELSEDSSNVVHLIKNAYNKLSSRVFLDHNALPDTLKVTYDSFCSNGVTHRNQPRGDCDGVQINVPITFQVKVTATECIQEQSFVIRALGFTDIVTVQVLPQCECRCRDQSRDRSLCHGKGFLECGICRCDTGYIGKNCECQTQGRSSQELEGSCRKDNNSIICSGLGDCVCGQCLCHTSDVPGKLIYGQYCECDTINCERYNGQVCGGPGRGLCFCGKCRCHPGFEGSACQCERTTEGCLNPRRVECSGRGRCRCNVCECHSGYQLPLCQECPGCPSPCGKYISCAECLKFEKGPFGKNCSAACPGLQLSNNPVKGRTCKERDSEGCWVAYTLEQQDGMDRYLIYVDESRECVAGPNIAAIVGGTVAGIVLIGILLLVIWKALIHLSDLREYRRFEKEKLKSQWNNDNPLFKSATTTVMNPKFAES
CD11b adhes enh: enhancers of human CD11b/CD18 binding to fibrinogen; K562 CD11b/CD18 adhesion to fibrinogen, ATPlite luminescence; activation, % at 10 µM; P05107+P11215; 93,000 compounds, 0.07% hits; AID 1499;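 active means 10 µM primary screen giving 50% or more activity, confirmed by 40% or more on retest at that dose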; further: strong numbers were not always called active; reference of the scale not given here
The depositor's hits bear a star. Some of the compounds tested; count on the stated rates, not on these rows.

Mac1 fbg inh	CD11b adhes enh	SMILES
-12	0	Cc1ccc(-n2nc(C)c(C3(O)C(=O)N(C)c4ccccc43)c2N)cc1 (stereo not drawn)
1	4	COc1ccc(C(=O)N/N=C/C(Br)=C/c2ccccc2)cc1
1	-4	COc1ccc(CN=C2NC(=O)CC(C(=O)Nc3ccc(F)cc3)S2)cc1 (stereo not drawn)
0	4	O=C(CP(=O)(c1ccccc1)c1ccccc1)N/N=C/c1cc(Br)cc(Br)c1O
-10	-2	N=c1oc2ccccc2cc1-c1nc(-c2ccccc2)cs1
7	2	O=C(Nc1c2c(nc3ccccc13)CCCC2)c1ccccc1Br
10	-6	O=C(Cn1cnc2ccccc21)N/N=C/c1ccco1
-22	40	Cc1ccc(NC(=O)c2ccc(OC(=O)COc3ccc(Cl)c(C)c3)cc2)cc1
3	-1	C/C(=N/NC(=O)c1sc(=S)n(C)c1C)c1ccccc1
-4	4	COc1ccc(C(=O)NCC(=O)OCC(=O)N2CCCc3ccccc32)cc1
-8	5	CS(=O)(=O)N(Cc1ccc(C(=O)NCCSc2ccccn2)cc1)c1ccccc1
17	5	O=C(NCCc1ccccn1)C(F)(F)C(F)(F)C(F)(F)C(F)(F)C(F)(F)C(F)(F)C(F)(F)C(F)F
-1	10	COc1ccc(Cc2c(Cl)ncnc2Cl)cc1
-3	3	O=C(COC(=O)CNC(=O)c1ccc(Cl)cc1)Nc1ccc(Cl)cc1C(F)(F)F
17	5	Cc1ccc(C(=O)COc2ccccc2-c2ccccc2)cc1C
-2	8	Cc1cccc(Nc2nc(-c3ccccc3)c(C(=O)Nc3cccnc3)s2)c1
-21	-1	COC(=O)c1ccc(NC(=O)C(=O)N2CCN(C(=S)Nc3ccc(OC)cc3)CC2)cc1
12	-2	CCOC(=O)c1c(-c2ccccc2)csc1NC(=O)C(C)NCc1ccco1 (stereo not drawn)
3	18	COc1ccc(NC(=O)Cc2coc3cc(C)ccc23)cc1S(=O)(=O)N1CCOCC1
6	8	O=C(N/N=C/c1ccccn1)c1cc(-c2ccc3ccccc3c2)n[nH]1
9	68	Cc1cc(Cl)ccc1OCC(=O)N[C@@H](Cc1ccccc1)c1nc2ccccc2[nH]1
3	0	O=C(Nc1ccc(Cl)c(C(F)(F)F)c1)C(=O)N1CCCCC1
-9	1	CC(=O)Nc1ccc(Nc2cc(C)nc3c(-c4ccccc4)c(C)nn23)cc1
-11	5	COc1cc(C2C3=C(CC(C)(C)CC3=O)OC(N)=C2[N+](=O)[O-])ccc1O (stereo not drawn)
-12	2	O=C1CSC(c2ccc(Cl)cc2Cl)N1c1ccccn1 (stereo not drawn)

The list goes on.
Mac1 fbg inh	CD11b adhes enh	SMILES
16	-1	O=C(NCc1nnc(SCc2ccc(C(F)(F)F)cc2)n1-c1ccccc1)C12CC3CC(CC(C3)C1)C2
-23	0	CN(NC(=O)COc1ccccc1)c1ccccc1
2	30	COc1ccc(CN(C(=S)Nc2ccccc2)C2CC(=O)N(c3ccccc3)C2=O)cc1 (stereo not drawn)
-20	-1	COCCCNC(=O)/C(=C\c1cccn1C)NC(=O)c1cccs1
1	20	COc1ccc(S(=O)(=O)N(C)C)cc1NC(=O)[C@H](Cc1ccccc1)N1C(=O)c2ccccc2C1=O
0	32	CCOC(=O)C1=C(C)N=C2SC(C(=O)OC)=CC(=O)N2C1c1cc(OC)c(OC)c(OC)c1 (stereo not drawn)
14	2	O=C(C[n+]1cc(-c2ccccc2)n2c1CCC2)Nc1nc(-c2ccccc2)cs1
-16	14	Cn1c(=O)c2c(ncn2CC(=O)N/N=C/c2ccc(Br)s2)n(C)c1=O
0	-3	COC(=O)c1ccc(N=NN2CCOCC2)cc1
12	5	N#Cc1ccc(Oc2ccc(-c3cnc4ccccc4n3)cc2)cc1C#N
2	3	Cc1ccc(NC(=O)CC2C(=O)N(Cc3ccccc3)C(=S)N2NC(=O)c2cccc(F)c2)c(C)c1 (stereo not drawn)
18	4	Cc1ccc(NC(=O)CN(C)C(=O)Cn2ncc(Cl)c(Cl)c2=O)cc1
-14	-4	CCOC(=O)N1CCC(=NNC(=O)COc2ccc(C#N)cc2)CC1
4	-3	Cc1ccc(-c2n[nH]c(=S)n2/N=C/c2cccs2)cc1
8	29	Cc1c(Cl)cccc1N1C(=O)CC(NNC(=O)c2cccnc2)C1=O (stereo not drawn)
-16	-3	COC(=O)/C(=C/c1ccc(OC)cc1)NC(=O)c1ccco1
-3	4	O=C1CN(C(=O)COc2cccc(F)c2)c2ccccc2N1
-23	-4	Cc1ccc(C(=O)NC(NC(=O)c2ccc(C)cc2)c2cccc([N+](=O)[O-])c2)cc1
-1	14	COc1ccc(C2Nc3ccccc3C(=O)N2c2ccc(F)cc2)cc1CSc1ccccn1 (stereo not drawn)
13	-3	O=C1CC(N(Cc2cccs2)C(=O)Nc2ccccc2)C(=O)N1c1ccc(Cl)cc1 (stereo not drawn)
-20	15	CCN(CC)S(=O)(=O)c1ccc(N2CCCCC2)c(NC(=O)/C=C/c2ccc(OC)c(OC)c2)c1
1	3	CN(C)CCCNC(=S)NCc1ccc(Cl)cc1
-1	6	Cc1ccc(C(=O)CC(Nc2ccc(F)cc2)c2ccccc2)cc1 (stereo not drawn)
-11	-4	COc1ccc(C(=O)NCc2nnc(SCC(=O)N3CCc4ccccc43)n2C2CCCCC2)cc1
-5	-1	Cc1cc(C)cc(C(=O)NCC(=O)OCc2c(C)noc2C)c1

(more compounds)
Mac1 fbg inh	CD11b adhes enh	SMILES
-8	0	CCN(CC)c1ccc(C=C(c2nnnn2-c2ccccc2)c2nnnn2-c2ccccc2)cc1
0	1	COc1ccccc1OCC(=O)Nc1cc(Cl)ccc1Oc1ccccc1
11	17	CN(C)c1ccc(P(=O)(Nc2cccc(C(F)(F)F)c2)N2CCOCC2)c(NC(=O)c2cccs2)c1 (stereo not drawn)
-2	-1	CN1CCN(C(=O)/C(=C/c2cccs2)NC(=O)c2cccs2)CC1
4	1	Cc1ccc(NC(=S)N2CCN(c3ncccn3)CC2)c(C)c1
36	3	CN1CCN(Cc2nc3ccccc3c(=O)n2Cc2nc(-c3ccc4ccccc4c3)cs2)CC1
-4	5	COc1ccc(CCN(C(=O)c2cccc(F)c2)C2CC(=O)N(c3ccccc3)C2=O)cc1 (stereo not drawn)
-3	1	Cc1ccc(S(=O)(=O)N(C)C)cc1NC(=S)NC12CC3CC(CC(C3)C1)C2
11	12	CCOC(=O)c1cc(-c2ccccc2)sc1NC(=O)c1ccc(OC)c(OC)c1
-9	6	CCCCN(C(=N)N1CCCCC1)c1nc(C)c([N+](=O)[O-])c(=O)[nH]1
7	0	COC(=O)c1ccc(Cl)c(NC(=O)CN(c2ccccc2)S(=O)(=O)c2ccc(OC)cc2)c1
10	-4	COC(=O)c1cc(OC)c(OC)cc1NC(=O)C(C)c1ccc([N+](=O)[O-])cc1 (stereo not drawn)
7	1	N#Cc1cccc(Oc2ccc(-c3cnc4ccccc4n3)cc2)c1C#N
-2	0	C/C(=N/NC(=O)c1sc(NS(=O)(=O)c2ccccc2)nc1C)c1ccccc1
20	-1	Cc1nc2ccc(NC(=S)N3CCN(c4ccccn4)CC3)cc2nc1C
3	6	COc1ccc(NC(=O)CN(C)CC(=O)Nc2ccccc2SC)cc1
40	2	O=C(CSc1ccc(-c2cccs2)nn1)NCc1ccccc1Cl
6	-1	O=C(COC(=O)CCCNC(=O)c1ccc(Cl)cc1)Nc1cc(Cl)c(Cl)cc1Cl
0	-4	CCOC(=O)CN1C(=O)CN(c2ccc(C)cc2)C1=O
5	3	Cc1cccc(N2CN(Cc3cccnc3)CNC2=S)c1
-8	-2	CCOc1ccc2c(c1)OC(c1ccc(OC)cc1)(C(F)(F)F)NC2=O (stereo not drawn)
59	-2	CC(C)N(c1ccccc1)c1ccc(NC(=O)COC(=O)CCN2C(=O)c3cccc([N+](=O)[O-])c3C2=O)cc1
104	-10	Cc1ccc(C)c(-c2cc(C(=O)NNC(=S)NCC(C)C)c3ccccc3n2)c1
3	4	Cc1ccc(NC(=O)C2CC(=O)N/C(=N/NC(=O)c3ccc(C)cc3)S2)cc1 (stereo not drawn)
-6	5	O=C(COC(=O)C1CCN(/C=C/C(=O)C(F)(F)F)CC1)Nc1ccccc1

Some of the entries above in another layout.
| structure | Mac1 fbg inh | CD11b adhes enh |
| --- | --- | --- |
| N#Cc1cccc(Oc2ccc(-c3cnc4ccccc4n3)cc2)c1C#N | 7 | 1 |
| C/C(=N/NC(=O)c1sc(NS(=O)(=O)c2ccccc2)nc1C)c1ccccc1 | -2 | 0 |
| Cc1nc2ccc(NC(=S)N3CCN(c4ccccn4)CC3)cc2nc1C | 20 | -1 |
| COc1ccc(NC(=O)CN(C)CC(=O)Nc2ccccc2SC)cc1 | 3 | 6 |
| O=C(CSc1ccc(-c2cccs2)nn1)NCc1ccccc1Cl | 40 | 2 |
| O=C(COC(=O)CCCNC(=O)c1ccc(Cl)cc1)Nc1cc(Cl)c(Cl)cc1Cl | 6 | -1 |

Quoted at random: 2 entries already listed.
Mac1 fbg inh	CD11b adhes enh	SMILES
-4	4	COc1ccc(C(=O)NCC(=O)OCC(=O)N2CCCc3ccccc32)cc1
3	18	COc1ccc(NC(=O)Cc2coc3cc(C)ccc23)cc1S(=O)(=O)N1CCOCC1

More records follow:
Mac1 fbg inh	CD11b adhes enh	SMILES
-22	3	C/C(=N\S(=O)(=O)c1ccc(C)cc1)Nc1cc(C(C)C)c(O)cc1C
4	-4	COc1ccc(NC(=O)/C(=C\c2ccc3c(c2)OCO3)NC(C)=O)cc1
-2	-2	CC(=O)Nc1ccc(NC(=O)C(C)OC(=O)C2CC3C=CC2C3)cc1 (stereo not drawn)
-29	21	CC(/C=N/NC(=O)c1cc(-c2cccnc2)nc2c1c(C)nn2-c1ccccc1)=C\c1ccccc1
58	4	Cc1ccc(-n2c(C)cc(C(=O)Cn3nc(C(=O)O)c4ccccc4c3=O)c2C)cc1
62	0	Cc1cccc(N2CCN(C(=O)COc3ccc4c(c3)CCC4)CC2)c1C
14	-2	O=C(NCc1ccccc1Cl)c1cccc(C(F)(F)F)c1
1	-3	COc1ccc(NS(=O)(=O)c2ccc(NC(=S)NC(=O)c3ccc(Br)cc3)cc2)nn1
96*	-10	C=CCn1c(NS(=O)(=O)c2ccccc2)c(S(=O)(=O)c2ccc(C)cc2)c2nc3ccccc3nc21
-9	-3	C=CCNC(=O)/C(C#N)=C\c1cc(Cl)c(O)c(OCC)c1
79*	-9	C=CCn1c(C)cc(C(=O)COC(=O)[C@@H](NC(=O)c2ccccc2Cl)C(C)C)c1C
0	-3	CCN(C(=O)CSc1nnnn1-c1ccccc1)c1c(N)n(Cc2ccccc2)c(=O)[nH]c1=O
-4	-7	N/C(=N\OC(=O)c1cccc([N+](=O)[O-])c1)c1cccnc1
-7	-1	O=C(CSc1ccc2nnc(-c3ccc(F)cc3)n2n1)N1CCCc2ccccc21
1	16	Cc1ccc(-c2cc(-c3ccccc3)c(C#N)c(Br)n2)cc1
8	5	COC(=O)c1ccccc1NC(=O)c1ccccc1N(C)S(=O)(=O)c1ccccc1
93	-4	COc1ccccc1-c1c(C(F)(F)F)oc2cc(OS(C)(=O)=O)ccc2c1=O
1	-1	COc1ccc(CCNC(=O)C(C(=O)c2ccccc2)n2ccccc2=O)cc1OC (stereo not drawn)
18	14	CCOc1ccc(Cn2c3ccc(OC)cc3c3nc4ccccc4nc32)cc1OC
2	10	COCC(C)n1c(SCC(=O)NNC(=O)c2ccc(F)cc2)nc2ccccc2c1=O (stereo not drawn)
1	5	CN1C/C(=C/c2cccnc2)C(=O)/C(=C/c2cccnc2)C1
16	-1	O=C(NC(NCc1cccnc1)C(Cl)(Cl)Cl)c1cccc2ccccc12 (stereo not drawn)
6	-1	CCCCN(C(=O)CSc1cc(C)c2ccccc2n1)c1c(N)n(Cc2ccccc2)c(=O)[nH]c1=O
-1	22	O=C(NNC(=O)c1ccc(-c2ccccc2)cc1)c1ccccc1
6	-4	COc1ccc(C(=O)Nc2cc(C(F)(F)F)ccc2-n2cnc3ccccc32)cc1

Remaining list, next part
Mac1 fbg inh	CD11b adhes enh	SMILES
-8	3	Cc1cc(C)c2nc(SCC(=O)NCCC3=CCCCC3)cc(C)c2c1
24	5	Cc1ccc(NC(=S)N/N=C/c2c(C)nn(-c3ccccc3)c2N2CCCC2)cc1
38	4	COc1ccccc1C(=O)NNC(=S)NC(=O)c1ccco1
17	3	COc1ccc(-c2cc(Nc3ccccc3NC(=O)C(F)(F)F)n(CCC#N)n2)cc1
12	-4	O=C(N/N=C/c1cccs1)c1n[nH]c2c1CCC2
7	-3	COC(=O)c1cc(C(=O)OCC(=O)N2c3ccccc3NC(=O)C2(C)C)cc([N+](=O)[O-])c1
34	0	COc1ccc(Br)cc1CN(C)CC(=O)Nc1cc([N+](=O)[O-])ccc1OC
-14	-2	O=C(CN1CCC(Cc2ccccc2)CC1)NC(=O)NCc1ccccc1
-2	-3	O=C(OCc1ccccc1)/C(=C/c1cccc2ccccc12)NC(=O)c1ccccc1
-5	14	CC(C)COP(=O)(c1ccc(N(C)C)cc1)C(Nc1ccccc1)c1cccnc1 (stereo not drawn)
-17	0	O=C(Nc1nnc(-c2ccncc2)o1)C1CCCCC1
-6	2	CC(=O)Nc1ccc(OCC(O)CN2C(C)(C)CC(O)CC2(C)C)cc1 (stereo not drawn)
-8	10	CCC1CCCCN1C(=S)NCc1ccccc1 (stereo not drawn)
2	11	O=C(NC(=S)Nc1ccccc1N1CCOCC1)c1ccco1

An excerpt of these results, bar-delimited:
Compound | Mac1 fbg inh | CD11b adhes enh
CCOc1ccc(Cn2c3ccc(OC)cc3c3nc4ccccc4nc32)cc1OC | 18 | 14
COCC(C)n1c(SCC(=O)NNC(=O)c2ccc(F)cc2)nc2ccccc2c1=O (stereo not drawn) | 2 | 10
CN1C/C(=C/c2cccnc2)C(=O)/C(=C/c2cccnc2)C1 | 1 | 5
